From PubChem BioAssay
FH mod: Identification of activators of human fumarate hydratase by quantitative high-throughput screening; Fumarate hydratase, mitochondrial (Homo sapiens), P07954; FH coupled MDH/diaphorase resazurin fluorescence, 15 min; Potency, µM (doses to about 79.9 µM), inactives show at the highest dose activity change, negative = inhibition, most hits filed as inhibitors; 0.22% of 54,000 active; AID 1347055, 2019; note: potency is the fitted concentration of half-maximal effect; % is set by controls: 0 for no effect and ±100 for the full control effect; the screen sought activators but most active calls are inhibition curves; nearly all actives have a fitted effect of over 45% in size
Target sequence (P07954 whole entry, looked up): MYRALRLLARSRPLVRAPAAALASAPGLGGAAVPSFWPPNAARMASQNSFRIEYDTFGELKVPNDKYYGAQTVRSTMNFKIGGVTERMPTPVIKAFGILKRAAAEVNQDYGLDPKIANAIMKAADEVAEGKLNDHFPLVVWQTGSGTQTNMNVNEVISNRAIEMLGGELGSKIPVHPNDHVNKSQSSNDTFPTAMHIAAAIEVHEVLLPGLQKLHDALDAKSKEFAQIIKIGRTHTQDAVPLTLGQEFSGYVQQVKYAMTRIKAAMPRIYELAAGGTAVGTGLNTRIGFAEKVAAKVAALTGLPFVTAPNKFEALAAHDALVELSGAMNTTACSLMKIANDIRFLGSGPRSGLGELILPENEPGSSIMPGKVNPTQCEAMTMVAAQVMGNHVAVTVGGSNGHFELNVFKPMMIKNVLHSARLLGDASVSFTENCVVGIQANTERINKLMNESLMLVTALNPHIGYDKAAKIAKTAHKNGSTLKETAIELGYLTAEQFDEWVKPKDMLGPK
p53null 32C tox: kills p53 null cells at the permissive temperature. 0.62% of 55,000 active. Potency, µM (top dose mostly 46.1 µM), without a hit: at the top dose activity change, negative = cytotoxicity, actives largely listed as cytotoxic. H1299-neo p53 null cells, ATP luminescence, 24 h, 32C;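 note: potency is the fitted concentration of half-maximal effect; 0% = DMSO only and -100% = full killing by 100 µM tamoxifen; nearly all actives have a fitted effect of over 55% in size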
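H1299-neo, 600 cells/well; overnight 37C; cpd up to 46 uM, 24 h at 32C; ATPlite luminescence after 20 min RT; normalized to DMSO (0%) and tamoxifen 100 uM (100% kill); Hill-fit AC50.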
GALK inhibitor: inhibitors of human galactokinase (GALK). P51570. recombinant GALK, Kinase-Glo ATP luminescence, 1 h. Potency, µM (highest dose often 57.5 µM), for inactives: top-dose activity, negative = inhibition, usual class: inhibitors. 44,000 tested, under 10 active;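 note: plate controls were full GALK reaction for no effect and reaction lacking GALK for full effect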
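5 nM GALK; 35 uM ATP; 100 uM D-galactose; 20 mM HEPES pH 8.0, 5 mM MgCl2, 60 mM NaCl, 1 mM DTT, 0.01% BSA; 1 h RT; Kinase-Glo Plus luminescence.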
NTMT1 inhibitor: inhibitors of human N-terminal methyltransferase NTMT1. Q9BV86. NTMT1 MTase-Glo SAH luminescence, purified enzyme. Potency, µM (highest dose often 114 µM), inactives show at the top dose activity change, negative = inhibition, usual class: inhibitors. 2.5% of 59,000 active;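 note: potency is the fitted concentration of half-maximal effect; plate controls were DMSO vehicle for no effect and no enzyme for full effect; nearly all actives have a fitted effect of over 65% in size; many of its hits are not listed in these tables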
Target sequence (Q9BV86 whole entry, looked up): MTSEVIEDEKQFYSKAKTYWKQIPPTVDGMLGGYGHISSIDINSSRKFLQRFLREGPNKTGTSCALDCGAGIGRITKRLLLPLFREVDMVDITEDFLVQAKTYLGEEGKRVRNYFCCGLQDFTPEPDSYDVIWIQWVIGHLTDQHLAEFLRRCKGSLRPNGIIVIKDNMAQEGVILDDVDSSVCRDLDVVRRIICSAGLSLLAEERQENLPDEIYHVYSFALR
p53null 39C tox: selectivity test: cytotoxicity in p53 null cells, nonpermissive temperature; H1299 p53-null (neo) cells, 39C, ATPlite viability, 24 h; Potency, µM (top dose mostly 46.1 µM), for the others: top-dose activity, negative = cell killing, actives largely listed as cytotoxic; 0.97% of 55,000 active;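 note: potency is the fitted concentration of half-maximal effect; 0% = DMSO only and -100% = full killing by 100 µM tamoxifen; nearly all actives have a fitted effect of over 50% in size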
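Temperature-shift cytotoxicity format: compound titrations on p53-null or A138V-expressing H1299 cells held 24 hr at 39C, cell ATP then measured, AC50 from Hill model.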
PTAP-TSG101 blk: blocks PTAP binding to human TSG101, validation; Q99816; Fluorescence polarization, FITC-PTAP peptide/Tsg101, 20 min; Potency, µM (doses to about 115 µM), inactives show at the highest dose activity change, negative = inhibition, hits mostly inhibitors; 44,000 tested, under 10 active; note: potency is the fitted concentration of half-maximal effect; 0% is about no effect
Target sequence (Q99816 whole entry, looked up): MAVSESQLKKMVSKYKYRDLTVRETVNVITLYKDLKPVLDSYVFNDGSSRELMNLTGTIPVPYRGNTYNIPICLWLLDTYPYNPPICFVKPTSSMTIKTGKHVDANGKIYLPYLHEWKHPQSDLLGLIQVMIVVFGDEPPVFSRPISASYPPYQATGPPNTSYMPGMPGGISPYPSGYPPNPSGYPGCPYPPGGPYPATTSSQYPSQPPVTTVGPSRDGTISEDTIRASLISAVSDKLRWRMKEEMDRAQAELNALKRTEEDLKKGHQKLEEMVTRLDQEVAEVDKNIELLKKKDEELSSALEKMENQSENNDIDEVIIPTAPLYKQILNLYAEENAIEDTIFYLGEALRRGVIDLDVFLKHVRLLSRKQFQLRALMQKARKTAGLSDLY
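The Tsg101 binding domain, at 10 uM final, is mixed with compound and a FITC peptide bearing the PTAP motif (50 nM final). After 20 min at r.t., polarization is measured; actives defined by CRC class, efficacy cut-off 60% inhibition.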
B2AR arrestin ag: ADRB2 beta-arrestin recruitment; P07550; HTLA Tango cells, beta-arrestin recruitment, luciferase luminescence, 18 h; Potency, µM (series often up to 46.1 µM), inactives show top-dose activation, hits mostly activators; 44,000 tested, under 10 active; AID 1347077;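 note: potency is the fitted concentration of half-maximal effect; 0% = DMSO and full agonism = EC100 isoproterenol or metaproterenol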
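Receptor–beta-arrestin recruitment read by tTA-responsive luciferase: compound titrations (up to 46 µM) incubated 18 h with Tango cells, then luminescent substrate 15 min at room temperature. Concentration-response fits classified by r2, efficacy and activity.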
Active calls of the source: *; ? = inconclusive; . = not tested or not shown; [ ] = another dose, or the depositor's remark. Calls come from the whole dose curve; as a rule, active = well fitted curve in the direction sought with a large enough effect; inconclusive = small, poorly fitted or top-dose-only effect, or another doubt; inactive = no such curve, though single readings can be large; an effect the other way counts as inactive or inconclusive. These rows are one share of the data. The share of hits here may be higher or lower than overall.

Results follow in this order: FH mod	p53null 32C tox	GALK inhibitor	NTMT1 inhibitor	p53null 39C tox	PTAP-TSG101 blk	B2AR arrestin ag
- CC1=C(C(=O)Nc2cccnc2)C(c2ccc(F)cc2)n2nc(SCc3ccccc3F)nc2N1 (configuration not stated)
→ -10%	4%	14%	3%	29%	1%	1%
- CC(C)c1ccc2c(c1)NC(c1ccc(F)cc1)=NC(c1cccs1)=N2
→ ?	13%	1%	3%	-8%	-4%	-1%
- COc1cc(OC)cc(C(=O)Nc2ccc3nc4c(c(Nc5ccc(OC)c(OC)c5)c3c2)CCCC4)c1
→ -19%	?	-1%	-27%	?	-15%	1%
- NC(=O)CSc1nc2ccc(NC(=O)COc3ccccc3Cl)cc2s1
→ -3%	-11%	-1%	?	-12%	1%	0%
- CC(=O)N1CCCC1c1nc2ccccc2n1Cc1ccccc1C (configuration not stated)
→ 8%	?	2%	11%	91%[activator]	0%	-3%
- Cc1ccc(-c2nn(CC(=O)NC3CCCC3)c3c2cnc2ccccc23)cc1
→ ?	-1%	1%	-5%	6%	-2%	-1%
- CCOc1ccc(Nc2nnc(-n3nc(C)cc3C)c3ccccc23)cc1
→ .	-5%	2%	.	-33%	-5%	-2%
- Cc1cc(NC(=O)CCNS(=O)(=O)c2ccc3c(c2)oc(=O)n3C)ccc1Br
→ 1%	2%	-13%	1%	-18%	-5%	-2%
- Cc1ccc(NC(=O)N2CCN(c3ccc(Cl)c(Cl)c3)CC2)cc1
→ -27%	5%	2%	1%	?	0%	0%
- COc1ccc(-c2cc(C(=O)N3CCN(c4ccccc4)CC3)no2)cc1
→ .	7%	-9%	.	?	-8%	-2%
- Cc1cc(-c2nc3ncccc3o2)ccc1NC(=O)COc1ccccc1C
→ -1%	-18%	5%	8%	32%[activator]	-4%	2%
- CC1=C(c2ccc(C)cc2)S(=O)(=O)N(Cc2ccc(C(=O)NCc3ccccc3F)cc2)C1=O
→ -14%	-3%	-2%	21%	11%	-3%	1%
- CCOc1ccccc1NC(=O)C1CCN(S(=O)(=O)c2ccc3c(c2)CC(C)N3C(C)=O)CC1 (configuration not stated)
→ 0%	0%	2%	3%	8%	-4%	-1%
- O=C(c1ccc(CSc2nc3ccncc3n2Cc2cccc(F)c2)cc1)N1CCCCC1
→ -12%	-14%	8%	5%	-18%	1%	-2%
- CCc1ccc(NC(=O)c2sc3nc(C)c(Cl)c(C)c3c2NC(=O)c2ccccc2OC)cc1
→ 1%	?	0%	3%	2%	-13%	0%
- CCOC(=O)c1cc(-c2ccc(F)cc2)n(CCC(=O)NCc2ccccc2OC)c1C
→ -26%	-8%	-8%	?	24%	2%	-2%
- COc1cc(OC)cc(-n2c(=O)c3sccc3n(Cc3ccc(F)cc3)c2=O)c1
→ -7%	-2%	-2%	8%	2%	4%	-2%
- Cc1cc(C)nc(-n2nc(C)c3c2N(Cc2ccccc2F)C(=O)CC3c2ccc(Cl)cc2)n1 (configuration not stated)
→ -26%	22%	3%	3%	30%[activator]	-4%	-4%
- Cn1c(=O)oc2cc(S(=O)(=O)NC(Cc3ccccc3)C(=O)Nc3ccc(F)c(Cl)c3)ccc21 (configuration not stated)
→ 6%	-2%	-2%	?	-12%	-3%	0%
- O=C(CCCCn1c(=O)c2ccccc2n(CC(=O)Nc2cccc(F)c2)c1=O)NCCc1ccccc1
→ -10%	7%	-4%	-1%	-12%	0%	1%
- CCc1cccc(NC(=O)Nc2csc3c2CCCC3)c1
→ -23%	-2%	0%	5%	?	2%	0%
- CCOc1ccccc1NC(=O)c1sc2nc3c(cc2c1N)CN(Cc1ccccc1)CC3
→ ?	4%	0%	2%	-4%	2%	0%
- CCC(=O)Nc1sc2c(c1C(=O)Nc1ccc(Br)cc1)CCCCC2
→ -19%	-8%	3%	?	12%	6%	10%
- Cc1cccc(NC(=O)c2ccc(CN3CC(=O)N4CCCCC4C3=O)cc2)c1C (configuration not stated)
→ 4%	2%	2%	5%	-6%	0%	-1%
- CCc1ccc(NC(=O)C2CCN(S(=O)(=O)c3c(C)noc3/C=C\c3ccc(OC)cc3)CC2)cc1
→ ?	9%	10%	8%	-6%	-11%	0%
- O=C(Nc1ccc(F)cc1)Nc1csc2c1CCCC2
→ -19%	23%	8%	8%	?	-1%	1%
- Cc1ccc(/C=C/C(=O)Nc2ccccc2C(N)=O)o1
→ -9%	13µM*	4%	?	10µM*	2%	-2%
- Cc1ccc(C(=O)Nc2ccc(S(=O)(=O)Nc3onc(C)c3C)cc2)cc1
→ 5%	?	0%	11%	?	2%	0%
- Cc1cccc(-c2noc(-c3cccnc3NCc3ccc(Cl)cc3)n2)c1
→ -1%	-11%	?	5%	-20%	1%	-3%
- CC1=C(c2ccc(C)cc2)S(=O)(=O)N(Cc2ccc(C(=O)Nc3ccccc3C)cc2)C1=O
→ -14%	12%	3%	19%	0%	-2%	0%
- O=C(CN(CCc1ccccc1)S(=O)(=O)c1ccc(Br)cc1)NCc1ccc(Cl)cc1
→ -3%	-2%	0%	?	-21%	24%	0%
- Cc1cc(Nc2ccccc2C)nc(-n2nc(C)cc2C)n1
→ 4%	6%	0%	5%	-5%	-1%	0%
- CCC(C)NC(=O)Cn1c(=O)n(Cc2ccc(C(=O)NCc3ccccc3OC)cc2)c(=O)c2ccccc21 (configuration not stated)
→ -9%	9%	0%	0%	?	0%	-2%
- COc1ccccc1-c1nc(SCC(=O)NCc2ccccc2)c2c(=O)n(C)c(=O)n(C)c2n1
→ -5%	13%	0%	-9%	-17%	1%	1%
- CN(C)c1ccc(CNS(=O)(=O)c2ccc3[nH]c4c(c3c2)CCCCC4)cc1
→ -13%	19%	1%	-11%	32%[activator]	-3%	0%
- Cc1c(C(=O)OCCOc2ccccc2)[nH]c2c1C(=O)CC(c1ccc(C(C)(C)C)cc1)C2 (configuration not stated)
→ 3%	-3%	-9%	13%	0%	1%	1%
- COc1ccccc1CNC(=O)c1ccc(NC(=O)N2CC(C)Sc3ccccc32)cc1 (configuration not stated)
→ -18%	17%	-13%	-2%	-18%	-6%	-4%
- CCOc1ccccc1CNC(=O)c1cccn1-c1nnc(N2CCCCC2)s1
→ -17%	7%	-1%	1%	37%[activator]	2%	0%
- O=C(Nc1cc2c(cc1C(=O)c1ccccc1Br)OCCO2)c1cccc(Cl)c1
→ -4%	-11%	6%	11%	3%	-3%	-2%
- CCc1ccc(CN(Cc2cn[nH]c2-c2ccc(OC)cc2)C(=O)Nc2cc(Cl)ccc2OC)cc1
→ ?	-9%	2%	-2%	5%	1%	-2%
- Cc1ccc(Cn2cccc2C2=NC(C)(C)CO2)cc1
→ 1%	4%	9%	?	-11%	-2%	1%
- COc1ccc(CCC(=O)NCc2nc3cccnc3n2Cc2ccc(OC)cc2)cc1
→ 20%	4%	-3%	-4%	35%[activator]	-1%	-1%
- CN(C)c1ccc(CNC(=O)CCCN2C(=O)c3cccnc3Oc3ccc(Cl)cc32)cc1
→ -9%	3%	-2%	-20%	-4%	-1%	-1%
- Cc1ccc(-n2nc(CO)c(C(=O)NCCc3ccccc3)n2)cc1
→ -1%	4%	-11%	14%	-6%	0%	-1%
- CCc1cccc(C)c1NC(=O)c1cnn(-c2ccc(OC)cc2)c1C1CCN(C(=O)OC(C)(C)C)CC1
→ -23%	11%	-3%	-4%	16%	1%	2%
- Cc1ccccc1Cn1c(=O)n(CCC(=O)NCc2ccco2)c(=O)c2sccc21
→ -11%	-15%	4%	2%	6%	0%	-2%
- Cc1cc(C)c(S(=O)(=O)Nc2ccc(-c3ccc(N4CCCCCC4)nn3)cc2)c(C)c1
→ .	-25%	2%	.	?	-4%	3%
- COc1cc(-c2nc(S(=O)(=O)c3ccc(Br)cc3)c(N3CCOCC3)o2)cc(OC)c1OC
→ -21%	2%	1%	-1%	12%	0%	0%
- COc1ccc(S(=O)(=O)NCc2nc3nc(C)cc(C)n3n2)cc1
→ -10%	3%	1%	7%	-2%	1%	-3%
- Cc1cccc(NC(=O)CSc2nc3ccc(NC(=O)c4cccs4)cc3s2)c1
→ -1%	-8%	1%	-8%	-30%	-1%	-2%

Further results.
Results follow in this order: FH mod	p53null 32C tox	GALK inhibitor	NTMT1 inhibitor	p53null 39C tox	PTAP-TSG101 blk	B2AR arrestin ag
- COc1ccc(Cl)cc1NC(=O)C(=O)NCc1ccc(Cl)cc1
→ -4%	5%	1%	7%	-12%	1%	0%
- CCCOc1ccc(OC(=O)c2cn(-c3ccc(OC)cc3)c(=O)c3ccccc23)cc1
→ -13%	-1%	-1%	7%	14%	-1%	0%
- COc1ccc(-c2cc(C(F)(F)F)n3nc(-c4ccccc4)cc3n2)cc1OC
→ -7%	0%	10%	0%	2%	2%	?
- COC(=O)c1ccc(NC(=O)CSc2n[nH]c(CC(C)C)n2)cc1
→ ?	8%	0%	-3%	9%	-1%	1%
- CCN(CC)S(=O)(=O)c1ccc2c(c1)N(CC(=O)NCCCN1CCN(c3ccccc3F)CC1)C(=O)CO2
→ 12%	0%	-12%	-1%	-6%	0%	1%
- O=C(COc1ccc([N+](=O)[O-])cc1)N1CCC(c2nc3ccccc3s2)CC1
→ -19%	-11%	1%	0%	-11%	-2%	-4%
- CCCNC(=O)c1c2c(nc3ccccc13)C(=O)N(C1CCCCC1)C2
→ 2%	8%	1%	0%	8%	-12%	1%
- CCCN1CCN(CCNC(=O)Nc2cc(C)ccc2OC)CC1
→ -2%	0%	9%	27%	-13%	-1%	-2%
- CCc1c(C)c(C#N)c2nc3ccccc3n2c1Nc1cccc(C(F)(F)F)c1
→ -2%	-6%	7%	16%	-17%	-2%	1%
- Cc1ccc(CN2c3ccccc3-c3nc(SCC(=O)Nc4c(C)cc(C)cc4C)ncc3S2(=O)=O)cc1
→ 4%	-10%	0%	-5%	-26%	2%	-1%

Two compounds from above, reduced to p53null 32C tox, FH mod and PTAP-TSG101 blk.
compound	p53null 32C tox	FH mod	PTAP-TSG101 blk
COC(=O)c1ccc(NC(=O)CSc2n[nH]c(CC(C)C)n2)cc1	8%	?	-1%
CCN(CC)S(=O)(=O)c1ccc2c(c1)N(CC(=O)NCCCN1CCN(c3ccccc3F)CC1)C(=O)CO2	0%	12%	0%

New compounds follow:
Results follow in this order: FH mod	p53null 32C tox	GALK inhibitor	NTMT1 inhibitor	p53null 39C tox	PTAP-TSG101 blk	B2AR arrestin ag
- CCc1ccc(OCC(=O)N(Cc2ccc(OC)cc2)C2CCS(=O)(=O)C2)cc1 (configuration not stated)
→ -3%	-6%	4%	20%	23%	-2%	0%
- CC1=C(C(=O)N2CCN(c3cccc(Cl)c3)CC2)C2(CCCCC2)OC1=O
→ -12%	-5%	-9%	-9%	-5%	0%	0%
- Cc1cccc(NC(=O)CSc2nnc(NC(=O)Nc3ccccc3)s2)c1C
→ 3%	-10%	-1%	4%	15%	2%	-3%
- COc1ccc(C2=C(C)C(=NCCCN3CCN(c4cc(C)ccc4C)CC3)NS2(=O)=O)cc1
→ -11%	-3%	3%	1%	-7%	15%	-2%
- COc1ccc(CCNC(=O)Cc2c(C)c3ccc(O)c(C)c3oc2=O)cc1OC
→ .	-6%	-2%	.	-8%	0%	0%
